Bioassay records (PubChem)
IL1B secr inh – inflammasome signaling inhibition, IL-1 beta readout; THP-1 LPS/ATP IL-1B secretion, AlphaLISA, 16 h; hits give low values; 360,000 compounds, 4.7% hits; activity change, % at 57.5 µM; AID 743279; in the data active = activity change below about -50%; inconclusive = mostly about -30% to -49%; note: % is set by controls: 0 for no effect and ±100 for the full control effect
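Secreted IL-1B measured by AlphaLISA bead assay after 16 h compound exposure of THP-1 cells; compounds (final up to 57.5 uM) added 1 h before LPS (250 ng/mL) and ATP (1.25 mM) stimulation; lower signal means less secretion.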
ATXN2 expr inh – inhibitors of ATXN2 expression; HEK-293 ATXN2-luciferase reporter, luminescence, 24 h; 360,000 compounds, 0.72% hits; Potency, µM (doses to about 57 µM), for inactives: top-dose activity change, negative = inhibition, hits mostly inhibitors; note: potency is the fitted concentration of half-maximal effect; % is set by controls: 0 for no effect and ±100 for the full control effect; nearly all actives have a fitted effect of over 55% in size
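ATXN2-luciferase reporter cells (luciferase flanked by upstream and downstream ATXN2 gene portions) were treated 24 h at 37 °C with compounds at up to 57 uM. SteadyGlo luminescence gave expression; GF-AFC fluorescence gave viability.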
MCF10A rerep – inducers of DNA re-replication in MCF 10A breast cells; MCF 10A DNA re-replication, Hoechst nuclear intensity, 48 h; Potency, µM (highest dose often 46.1 µM), inactives show top-dose activity, positive = re-replication, actives largely listed as activators; 350,000 compounds, 2.9% hits; note: potency is the fitted concentration of half-maximal effect; % of control where 0% means no effect; nearly all actives have a fitted effect of over 50% in size
A549 viability – counter-screen for Nrf2 inhibitors: cytotoxicity in A549 cells. A549 ARE-Fluc cells, CellTiter-Fluor viability, 18-24 h. Potency, µM (top dose mostly 46 µM), for the others: at the highest dose activity change, negative = cytotoxicity, usual class: inhibitors. 390,000 compounds, 0.16% hits; note: potency is the fitted concentration of half-maximal effect; % is set by controls: 0 for no effect and ±100 for the full control effect
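Cytotoxicity counterscreen: CellTiter-Fluor fluorescence was measured in A549 ARE_Fluc cells after 18-24 h of compound exposure in a concentration series. The subsequent BugLite luminescent read reports ARE-luciferase activity.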
ATXN viability – reduces viability in counter-screen for ATXN expression inhibitors | S2 cells (HEK-293 line with an ATXN2-luciferase reporter) viability, CellTiter-Fluor protease fluorescence, 24 h | 400,000 compounds, 0.49% hits | Potency, µM (doses to about 56.7 µM), actives largely listed as cytotoxic; note: potency is the fitted concentration of half-maximal effect; nearly all actives have a fitted effect of over 40% in size
HepG2 tox – kills HepG2 cells in TGF-b inhibitor counter-screen; HepG2 CAGA-GFP viability, ATP luminescence, 18 h; Potency, µM (highest dose often 46.1 µM), for inactives: at the top dose activity change, negative = cytotoxicity, most hits filed as cytotoxic; AID 588856; 410,000 compounds, 0.76% hits; note: potency is the fitted concentration of half-maximal effect; some results filed as inactive show a strong effect at the top dose
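HepG2 CAGA-GFP cells (1000/well, DMEM with 1% FBS) received compound, then TGF-beta at 500 pg/mL final, and were incubated 18 hours at 37 degrees C. Viability was read by CellTiter-Glo luminescence. Media-only wells were set as complete cell-killing and DMSO as no toxicity.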
Nrf2 ARE act – activators of Nrf2 (ARE) signaling. AREc32 ARE-luciferase reporter (MCF7-derived line), luminescence, 24 h. Potency, µM (titrated, usually from 46.1 µM), inactives show top-dose activation, actives largely listed as activators. 410,000 compounds, 0.31% hits. AID 624171; note: potency is the fitted concentration of half-maximal effect; % of control where 0% means no effect; nearly all actives have a fitted effect of over 65% in size
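Each well held 1000 AREc32 cells, which were incubated with compound for 24 hr at 37 deg C after overnight attachment, and ARE reporter activity was quantified by firefly luciferase luminescence.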
TGFb SMAD3 inh – blocks TGF-b signaling. HepG2 CAGA-GFP TGF-b/SMAD3 reporter, GFP fluorescence, 18 h; TGF-beta stimulated, 500 pg/mL final. Potency, µM (titrated, usually from 46.1 µM), for the others: at the highest dose activity, negative = inhibition, most hits filed as inhibitors. 410,000 compounds, 1.2% hits. AID 588855; note: potency is the fitted concentration of half-maximal effect; % is set by controls: 0 for no effect and ±100 for the full control effect; nearly all actives have a fitted effect of over 65% in size
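HEPG2 CAGA-GFP reporter cells (1000/well, DMEM with 1% FBS) received compounds, then recombinant TGF-beta at 500 pg/mL final for 18 hours at 37 degrees C. Per-cell GFP summed per well was normalised to unstimulated and stimulated DMSO controls before curve fitting.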
Nrf2 inh – Nrf2 pathway inhibition | A549 ARE-Fluc reporter, luciferase luminescence, 18-24 h | Potency, µM (highest dose often 46 µM), for the others: at the top dose activity change, negative = inhibition, hits mostly inhibitors | 360,000 compounds, 2.1% hits; note: potency is the fitted concentration of half-maximal effect; % is set by controls: 0 for no effect and ±100 for the full control effect; nearly all actives have a fitted effect of over 60% in size
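Cells were seeded and rested 2 h, then exposed to compounds for 18-24 h. CellTiter-Fluor was read first as a viability measure. BugLite was added 15 min before the final luminescent read of ARE-luciferase activity in A549 cells.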
The depositor's hits bear a star; i = inactive; ? = inconclusive; · = not tested or not shown; [ ] = another dose, or the depositor's remark. Unless noted, calls come from the whole dose curve; as a rule, active = well fitted curve in the direction sought with a large enough effect; inconclusive = small, poorly fitted or top-dose-only effect, or another doubt; inactive = no such curve, though single readings can be large; an effect the other way counts as inactive or inconclusive. Rows were taken by chance; overall some 8.8% were active at least once.

SMILES	IL1B secr inh	ATXN2 expr inh	MCF10A rerep	A549 viability	ATXN viability	HepG2 tox	Nrf2 ARE act	TGFb SMAD3 inh	Nrf2 inh
O=C(NCc1n[nH]c(=S)n1-c1ccccc1Cl)c1ccc(S(=O)(=O)N2CCCCC2)cc1	7.4	3.8%	-35.8%	0.3%	i	7.4%	-0.7%	2.1%	17.2%
C=CCN(C(=O)c1cccc(S(=O)(=O)N2CCN(C)CC2)c1)c1nc(-c2ccccc2)cs1	-24.4	-23.6%	?	?	i	-16.4%	4.4%	?	·
O=C(COC(=O)c1cccc(S(=O)(=O)N2CCCCC2)c1)NC1CCCc2ccccc21 (stereo not given)	0.0	2.5%	6.1%	14.0%	i	2.2%	-0.5%	-7.1%	8.5%
O=C(CCN1CCN(C/C=C/c2ccccc2)CC1)Nc1cccc(F)c1	-21.2	-17.6%	0.1%	4.3%	i	-30.6%	3.0%	-24.1%	1.5%
COc1cc(-c2cc(=O)c3c(O)c(OC)c(OC)c(O)c3o2)ccc1O	-23.1	-7.3%	?	-0.4%	i	-16.3%	1.1%	37.4%	4.8%
O=C(OCC(=O)N1CCCC1)c1ccc(O)cc1	4.8	22.4%	0.3%	-2.5%	i	8.9%	-0.6%	6.5%	13.7%
O=Nc1c2cc3ccccc3[nH]c-2c2ccccc12	-28.7	-15.6%	?	-1.7%	?	-42.4%	30.4%	-28.7%	?
O=C(Nc1ccccc1)c1ccc(NCc2cccnc2)c(S(=O)(=O)N2CCOCC2)c1	-9.5	0.3%	5.2%	0.6%	i	-9.7%	-0.5%	-14.5%	2.3%
COc1cc2c(c(OC)c1OC)-c1ccc(NCc3ccccc3)c(=O)cc1C(NC(C)=O)CC2 (stereo not given)	84.8	·	·	·	i	-25.8%	-2.1%	?	·
CNc1cncc(-c2cccc(NS(C)(=O)=O)c2)n1	-21.0	17.2%	·	·	i	2.8%	0.5%	-4.5%	·
Cc1ccc(C)c(Cn2cnc3c(cnn3C(C)(C)C)c2=O)c1	-26.9	0.6%	-2.8%	-8.3%	i	-6.8%	0.2%	-1.6%	?
COc1ccc(C(=O)Nc2cccc(-c3ccc4nncn4n3)c2)cc1OC	50.5	7.1%	2.7%	-3.2%	i	-27.4%	2.5%	-1.9%	-16.1%
CCc1nc2ccc(C(=O)N(C)CCCN(C)C)cn2c1N(C)Cc1cc2ccccc2s1	-9.2	?	·	·	?	-45.5%	0.7%[9.22 µM]	-16.5%	·
Nc1nnc(SCc2ccc3c(c2)OCO3)s1	-5.1	21.9%	3.6%	-1.7%	i	-6.6%	0.2%	5.6%	10.6%
Cn1nc(C(=O)N2CCN(c3ccccn3)CC2)c2ccccc2c1=O	14.4	2.2%	0.5%	-5.5%	i	3.0%	-1.2%	-10.5%	12.5%

Single records (already shown). Values in the order: IL1B secr inh, ATXN2 expr inh, MCF10A rerep, A549 viability, ATXN viability, HepG2 tox, Nrf2 ARE act, TGFb SMAD3 inh, Nrf2 inh
O=C(NCc1n[nH]c(=S)n1-c1ccccc1Cl)c1ccc(S(=O)(=O)N2CCCCC2)cc1 is listed as 7.4, 3.8%, -35.8%, 0.3%, i, 7.4%, -0.7%, 2.1%, 17.2%
O=Nc1c2cc3ccccc3[nH]c-2c2ccccc12 is listed as -28.7, -15.6%, ?, -1.7%, ?, -42.4%, 30.4%, -28.7%, ?

(continued)
SMILES	IL1B secr inh	ATXN2 expr inh	MCF10A rerep	A549 viability	ATXN viability	HepG2 tox	Nrf2 ARE act	TGFb SMAD3 inh	Nrf2 inh
Cc1cccc(OCc2ccc(C(=O)N3CCOCC3)o2)c1	-1.8	-12.8%	-1.8%	8.8%	i	5.3%	-0.3%	-15.5%	-13.1%
O=C(CCN1C(=O)/C(=C/c2ccccc2Cl)SC1=S)NCCCN1CCOCC1	-8.7	67.1%[activator]	-3.9%	?	i	-8.0%	16.5%	0.0%	?
Cc1cc(Br)ccc1OCCn1ccnc1	-25.3	-11.4%	9.2%	5.8%	i	1.0%	0.1%	?	-3.6%
CCc1ccc(NC(=O)c2ccc(Cn3nc(N4CCN(c5ccccc5)CC4)ccc3=O)o2)cc1	·	·	·	?	·	-35.9%	-0.7%	?	5.17µM*
CCOC(=O)C1(Cc2ccc(OC)cc2)CCN(C(=O)c2sc(C)nc2C)CC1	24.7	·	-4.2%	-5.7%	i	-2.0%	2.7%	-13.2%	?
CCCc1cc(=O)[nH]c(SCC(=O)NC2CC2)n1	16.8	1.3%	11.8%	1.6%	i	-2.3%	-0.3%	-0.3%	-5.7%
Cc1ccc(O)c(C(=O)c2cnn(-c3ccc(S(=O)(=O)N4CCOCC4)cc3[N+](=O)[O-])c2)c1	0.8	0.0%	6.9%	-2.4%	i	8.1%	-0.6%	?	10.3%
COc1cc(CCC(=O)NNC(=O)c2cccc(Cl)c2)cc(OC)c1OC	0.6	-5.9%	3.8%	-1.2%	i	-6.0%	0.1%	-6.0%	?
CN(C)C(=O)CCc1ccc2c3c([nH]c2c1)[C@]1(CCC2CCCC2)[C@@H](C(=O)N2CCOCC2)C[C@H](CC(=O)NCCCn2ccnc2)C(=O)N1CC3	11.4	3.1%	?	-3.2%	i	2.5%	-0.9%	30.4%	6.8%
O=C(Nc1ccccc1N1CCCCC1)c1ccc(-c2cc(Cl)ccc2Cl)o1	10.7	-4.6%	25.8%	-24.5%	i	-1.1%	-0.4%	2.7%	?
CCOc1ccc(C(=O)Nc2ccc3oc(-c4ccncc4)nc3c2)cc1	·	-2.0%	·	1.1%	i	6.5%	0.2%	-0.6%	?
Cc1oc(S(=O)(=O)N2CCCC2)cc1C(=O)Nc1ccccc1	-5.9	-12.6%	?	-8.0%	i	-40.1%	-0.6%	-3.3%	?
Cc1ccccc1NC(=S)NC1CCN(Cc2ccccc2)CC1	-0.7	-9.5%	-0.5%	-1.5%	?	6.0%	0.4%	-1.8%	-7.8%
O=C(N/N=C/c1ccc(-c2ccccc2[N+](=O)[O-])o1)[C@H]1C[C@@H]1c1ccccc1	4.5	-17.1%	27.1%	4.5%	i	0.6%	15.2%	-11.5%	-28.7%
O=C(O)c1cccc(-c2csc(C(O)c3ccc(F)c(F)c3)n2)c1 (stereo not given)	3.9	37.7%	·	·	i	-0.6%	-0.7%	7.3%	·
c1ccc2c(c1)nc(N1CCCCCC1)c1ccccc12	47.5	-37.5%	?	0.9%	i	-16.1%	-0.2%	-20.4%	0.4%
CC(C)[C@H](NC(=O)c1cccc(S(=O)(=O)N2CCOCC2)c1)C(=O)NCc1ccc(F)cc1	-3.3	0.4%	-2.9%	-1.1%	i	-3.7%	-0.1%	16.1%	?
Cc1ccc(S(=O)(=O)N(C)C)cc1-n1c(SCC(=O)Nc2ccccc2)nc2ccccc2c1=O	-2.2	3.8%	-0.2%	-3.4%	i	3.0%	2.3%	3.2%	-6.1%
Cn1ncc([N+](=O)[O-])c1C(=O)Nc1ccc(-c2nc3ccccc3o2)cc1	?	-5.3%	6.9%	-0.2%	i	-33.7%	0.3%	3.2%	-18.9%
CSc1nc(SCCO)c2sc3nc(-c4ccco4)c4c(c3c2n1)CC(C)(C)OC4	0.0	2.7%	13µM*	·	i	-15.1%	0.6%	-3.5%	11.7%
CCc1cc2c(N=Nc3c(O)[nH]c4ccccc34)ncnc2s1	11.9	-19.7%	?	-5.0%	?	0.3%	31.3%	23.4%	3.6%
O=C(Nc1ccc2ccccc2c1)c1ccc(Cl)cc1	-23.8	·	0.0%	9.5%	?	-2.1%	0.6%	-2.1%	?
CC(=NCCc1c(C)[nH]c2ccc(C)cc12)C1=C(O)CC(c2ccccc2)CC1=O (stereo not given)	-28.5	-25.6%	2.31µM*	-21.1%	i	-44.5%	-0.6%	-28.0%	-28.3%
Cc1ccc(C(=O)n2c(-c3ccccc3)cnc2SCC(=O)Nc2ccccc2)cc1	-11.3	3.0%	?	-0.1%	i	1.4%	3.5%	-14.0%	?
CC(=O)Nc1ccc(C2NC(=O)c3ccccc3O2)cc1 (stereo not given)	-8.6	-0.4%	2.1%	-5.4%	i	-21.0%	-0.4%	0.0%	-37.5%
COc1ccc(CN2C(=O)c3ccccc3C2=O)cc1C(=O)OCC(=O)NC1CCCCC1	-4.0	1.3%	?	-1.0%	i	-4.6%	-0.2%	3.2%	?
COc1cccc(C(c2c(O)cc(C)n(Cc3ccco3)c2=O)N2CCN(c3ccccc3)CC2)c1 (stereo not given)	·	·	·	10.9%	·	-4.8%	-0.4%	-0.3%	·
CCCN1CCC(=NNc2ccc(C(=O)O)cc2)CC1	22.6	50.6%[activator]	-2.6%	-5.2%	?	-38.1%	-0.7%	7.4%	?

Part of the list above in order of length of the SMILES, lowest first:
SMILES	IL1B secr inh	ATXN2 expr inh	MCF10A rerep	A549 viability	ATXN viability	HepG2 tox	Nrf2 ARE act	TGFb SMAD3 inh	Nrf2 inh
CCCN1CCC(=NNc2ccc(C(=O)O)cc2)CC1	22.6	50.6%[activator]	-2.6%	-5.2%	?	-38.1%	-0.7%	7.4%	?
CC(=O)Nc1ccc(C2NC(=O)c3ccccc3O2)cc1 (stereo not given)	-8.6	-0.4%	2.1%	-5.4%	i	-21.0%	-0.4%	0.0%	-37.5%
CCc1cc2c(N=Nc3c(O)[nH]c4ccccc34)ncnc2s1	11.9	-19.7%	?	-5.0%	?	0.3%	31.3%	23.4%	3.6%
Cc1ccc(C(=O)n2c(-c3ccccc3)cnc2SCC(=O)Nc2ccccc2)cc1	-11.3	3.0%	?	-0.1%	i	1.4%	3.5%	-14.0%	?
Cc1ccc(S(=O)(=O)N(C)C)cc1-n1c(SCC(=O)Nc2ccccc2)nc2ccccc2c1=O	-2.2	3.8%	-0.2%	-3.4%	i	3.0%	2.3%	3.2%	-6.1%
